High-throughput results deposited in PubChem BioAssay by several laboratories.
Efflux pump mplx: inhibitors of Candida efflux pumps in yeast, primary screen, S. cerevisiae, Nile Red, multiplex; AID 485275, 2010; inhibition, % at 10 µM; S. cerevisiae Candida pump triplex; actives 0.44% (n = 330,000);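 active means plate passing quality check with inhibition over a set limit, or well fluorescence over plate mean plus 4 SD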;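 further: Nile Red retained in pooled yeast measured as flow cytometry median fluorescence; 0% = buffer negative control and 100% = Enniatin B positive control; higher means more Nile Red kept so more efflux inhibition; some compounds called inactive have numbers as strong as hits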
TPT1 inh: Candida albicans TPT1 enzyme inhibitors, primary screen, biochemical, fluorescence polarization; actives 0.81% (n = 300,000); inhibition, % at 5 µM; recombinant caTPT1, FP RNA substrate dephosphorylation; tRNA 2'-phosphotransferase TPT1 (Candida albicans SC5314);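 active means inhibition above the mean of all tested compounds plus 3 SD, set per screening campaign, cut at about 24% in these data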;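 further: plate controls were DMSO alone for no effect and ferristatin control at 100 nM for full effect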
PP1 inh: PP1-alpha phosphatase inhibitors, primary screen, counter-screen for PP5 inhibitor project, biochemical, fluorescence, OMFP substrate, single point | Serine/threonine-protein phosphatase PP1-alpha catalytic subunit (Homo sapiens), P62136 | purified PP1alpha | inhibition, % at 6.7 µM | actives 0.9% (n = 320,000);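 active means inhibition above the mean inhibition of all tested compounds plus 3 SD, computed separately for each screening campaign, cut at about 15% in these data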
Target sequence (P62136 whole entry, looked up): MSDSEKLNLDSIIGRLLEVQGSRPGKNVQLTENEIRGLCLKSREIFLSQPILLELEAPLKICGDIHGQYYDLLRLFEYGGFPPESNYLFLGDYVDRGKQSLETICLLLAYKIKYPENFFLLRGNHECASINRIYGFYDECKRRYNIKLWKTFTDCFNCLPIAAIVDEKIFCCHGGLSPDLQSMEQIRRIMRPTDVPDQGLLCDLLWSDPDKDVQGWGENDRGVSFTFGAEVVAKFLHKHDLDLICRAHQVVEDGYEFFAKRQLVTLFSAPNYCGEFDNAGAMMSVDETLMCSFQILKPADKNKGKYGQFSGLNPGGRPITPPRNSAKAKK
PP5 inh: PP5 phosphatase inhibitors, primary screen, biochemical, fluorescence; Serine/threonine-protein phosphatase 5 (Homo sapiens), P53041; purified PP5c, OMFP substrate fluorescence; inhibition, % at 6.7 µM; actives 0.18% (n = 320,000); AID 1987, 2009;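 active means inhibition above the campaign's mean inhibition across all tested compounds plus 3 SD, cut at about 9.5% in these data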;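 further: 0% = DMSO only and 100% = 100 µM cantharidin control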
Fh CTSL1 inh: Fasciola hepatica cathepsin L1 inhibitors, primary screen, counter-screen for PFM18AAP inhibitor project, biochemical, QFRET, fluorogenic peptide substrate | recombinant F. hepatica cathepsin L1, Z-Leu-Arg-MCA fluorescence | inhibition, % at 5.96 µM | actives 0.49% (n = 300,000);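 active means inhibition above the mean of all tested compounds plus 3 SD, set per screening campaign, cut at about 17% in these data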;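 further: 0% = plate median of test compound wells and 100% = 1 µM Z-Phe-Ala-diazomethylketone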
PREPL inh: PREPL enzyme inhibitors, primary screen, biochemical, fluorescence polarization | Prolyl endopeptidase-like (Homo sapiens), Q4J6C6 | recombinant PREPL, fluorescence polarization activity-based probe | inhibition, % at 5.96 µM | actives 0.68% (n = 320,000); in the data active means inhibition above about 43%;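 further: 0% = enzyme with DMSO and 100% = wells lacking enzyme; many of its hits are not listed in these tables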
HCV core dimer: inhibitors of HCV core protein dimerization, primary screen, biochemical, TR-FRET, high-throughput | TR-FRET GST/Flag-core106 dimerization, 1536-well | inhibition, % at 5 µM | actives 0.33% (n = 300,000) | AID 1899, 2009;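 active means inhibition above the mean of all tested compounds plus 3 SD, set per screening campaign, cut at about 45% in these data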
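System: GST/Flag-tagged HCV core106 proteins. Incubation: compound-protein-antibody incubation 4 h at 22.5 °C. Technique: HTRF with 340 nm excitation, 617/671 nm emission. Medium: KF-containing HEPES buffer, pH 7.45, DTT, CHAPS, BSA. Read-out: inhibition (%) from 671 over 617 nm ratio. Also added: Eu(K)-anti-GST 90 ng/mL plus XL665-anti-Flag 1 µg/mL.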
ZTA counter: ZTA (EBV) inhibition in EBNA-1 counter-screen. P03206. ZTA-DNA binding, fluorescence polarization. inhibition, % at 11 µM. actives 0.15% (n = 320,000); in the data active means inhibition above about 33%
Target sequence (P03206 whole entry, looked up): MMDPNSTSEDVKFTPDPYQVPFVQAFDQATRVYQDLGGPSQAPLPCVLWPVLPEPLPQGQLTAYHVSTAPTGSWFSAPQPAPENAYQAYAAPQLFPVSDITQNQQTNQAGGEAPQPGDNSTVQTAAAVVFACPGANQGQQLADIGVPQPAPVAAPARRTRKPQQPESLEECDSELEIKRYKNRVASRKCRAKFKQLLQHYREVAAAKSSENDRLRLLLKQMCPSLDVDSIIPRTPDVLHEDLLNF
EBNA-1 inh: EBNA-1 DNA-binding inhibitors, primary screen, biochemical, fluorescence polarization. inhibition, % at 14.8 µM. actives 0.34% (n = 300,000); in the data active means inhibition above about 28%
Active calls of the source: *; . = not tested or not shown. Only part of the results is shown. The share of hits here may be higher or lower than overall.

mol,Efflux pump mplx,TPT1 inh,PP1 inh,PP5 inh,Fh CTSL1 inh,PREPL inh,HCV core dimer,ZTA counter,EBNA-1 inh
O=c1[nH]c2cc3c(cc2cc1C(c1nnnn1CC1CCCO1)N1CCCC1)OCO3 (centres undefined),4.4,3,-2,5.0,2,6,-5,10,-14
Cc1cc(C(F)(F)F)c2c(=O)[nH]c(=O)n(Cc3ccccc3)c2n1,-0.1,-3,-1,-0.4,-1,1,1,-2,-4
NC(=O)CC[C@@H]1NC(=O)[C@H](CO)NC(=O)c2cc([N+](=O)[O-])cc(I)c2NCC[C@@H](C(N)=O)NC(=O)[C@H](Cc2ccc(O)cc2)NC1=O,.,-2,-2,0.6,-1,0,-7,-12,-10
COc1cccc2cc(C(=O)Nc3ccccc3C(=O)N3CCOCC3)oc12,-0.1,-3,-3,-0.3,2,0,9,4,6
CCOC(=O)c1cc(-c2ccc(C)cc2)n(CC(=O)NCc2ccco2)c1C,0.0,-4,13,1.6,2,5,10,-1,-11
CCOc1cc(/C=N/N=C2/NC(=O)C(CC(=O)O)S2)ccc1OCc1ccc(Cl)cc1 (centres undefined),0.0,-3,8,0.8,6,34,16,-8,10
COc1ccc(Br)cc1/C=N/n1nnnc1N,0.1,-2,-4,-1.2,10,6,-6,-24,3
Cc1cc(-c2ccc(C)c(S(=O)(=O)N3CCN(c4ccc([N+](=O)[O-])cc4)CC3)c2)on1,0.0,-4,-2,-0.3,2,-14,13,-7,14
OCCC1CN(Cc2cnc(-c3ccccc3)s2)CCN1CCc1ccccc1 (centres undefined),0.0,-5,-2,0.9,-3,16,1,17,16
c1ccc(Cn2ccnc2SCc2nnc(-c3ccccc3)o2)cc1,0.2,6,-1,2.8,-2,-6,1,4,2

Complete entries, quoted from the list.
`COc1ccc(Br)cc1/C=N/n1nnnc1N` in the list: Efflux pump mplx = 0.1; TPT1 inh = -2; PP1 inh = -4; PP5 inh = -1.2; Fh CTSL1 inh = 10; PREPL inh = 6; HCV core dimer = -6; ZTA counter = -24; EBNA-1 inh = 3
`NC(=O)CC[C@@H]1NC(=O)[C@H](CO)NC(=O)c2cc([N+](=O)[O-])cc(I)c2NCC[C@@H](C(N)=O)NC(=O)[C@H](Cc2ccc(O)cc2)NC1=O` in the list: Efflux pump mplx = .; TPT1 inh = -2; PP1 inh = -2; PP5 inh = 0.6; Fh CTSL1 inh = -1; PREPL inh = 0; HCV core dimer = -7; ZTA counter = -12; EBNA-1 inh = -10
`Cc1cc(C(F)(F)F)c2c(=O)[nH]c(=O)n(Cc3ccccc3)c2n1` in the list: Efflux pump mplx = -0.1; TPT1 inh = -3; PP1 inh = -1; PP5 inh = -0.4; Fh CTSL1 inh = -1; PREPL inh = 1; HCV core dimer = 1; ZTA counter = -2; EBNA-1 inh = -4

The list goes on:
mol,Efflux pump mplx,TPT1 inh,PP1 inh,PP5 inh,Fh CTSL1 inh,PREPL inh,HCV core dimer,ZTA counter,EBNA-1 inh
COc1ccc(CC(=O)NC2CCN(CC(=O)Nc3ccc4c(c3)OCCO4)CC2)cc1OC,0.1,-1,-1,2.6,-3,-9,6,-1,9
N#Cc1nc(COc2ccccc2)oc1N1CCN(Cc2ccccc2)CC1,0.0,5,1,0.2,2,-38,11,9,3
CCN(C(=O)COC(=O)c1cccnc1SC)c1c(N)n(Cc2ccccc2)c(=O)[nH]c1=O,-0.1,.,-5,0.3,.,-1,.,0,.
CCN1C(=O)[C@@H]2[C@@H](c3ccc(-c4cccc(Cl)c4)cc3)N3CCC[C@@]3(C(=O)OC)[C@@H]2C1=O,0.1,3,-6,2.5,-4,9,9,-5,-1
CCC(C)Sc1nc2c(c(=O)[nH]1)C(c1cccs1)C1=C(CCCC1=O)N2 (centres undefined),-0.1,-1,5,0.9,-3,7,57*,-10,4
COc1ccc(C(C)=O)cc1COc1ncnc2ccccc12,0.1,-1,-1,0.2,0,-19,-2,-14,-10
Cc1cc(C(=O)NNC(=O)CCCOc2ccccc2)c(C)o1,-0.1,-1,-5,0.5,3,5,-1,-9,5
CCn1c(SCC(=O)Nc2ccc(N3CCOCC3)cc2)nnc1-c1ccc(OC)cc1,0.1,-3,-1,-3.0,-3,24,-2,-10,6
Fc1ccccc1N1CCN(C(c2ccccn2)c2nnnn2C2CCCCC2)CC1 (centres undefined),0.0,-4,-5,-0.5,-1,-38,2,2,2
CC(C)CC(c1nnnn1C(C)(C)C)N1CCN(Cc2ccccc2)CC1 (centres undefined),0.1,-5,-3,2.3,2,-4,0,-2,-6

mol,Efflux pump mplx,TPT1 inh,PP1 inh,PP5 inh,Fh CTSL1 inh,PREPL inh,HCV core dimer,ZTA counter,EBNA-1 inh
CCn1c(NC(=O)Nc2cccc(C)c2C)cc2sccc21,0.1,9,4,2.4,1,21,20,5,-5
COc1ccc(-c2nc3ccccc3c(=O)n2CCCn2ccnc2)cc1,0.0,-1,-1,-2.2,0,3,2,-1,10
O=c1cc(-c2ccc(O)c(O)c2)oc2c(C3O[C@H](CO)[C@@H](O)[C@H](O)[C@H]3O)c(O)cc(O)c12 (some centres undefined),-0.2,-1,0,1.6,-3,3,-16,7,3
CC(C)(C)c1cc(NC(=O)c2cccs2)no1,0.2,-2,0,1.1,0,4,0,-6,1
CCN(CC)C(=O)C1CC(=O)N(c2ccc(OC)cc2)C1c1ccc(OC)cc1 (centres undefined),0.1,5,5,3.2,1,3,3,9,-2
Cc1cc(NC(=O)c2ccc(S(=O)(=O)N(C)C)cc2)no1,-0.1,-5,-3,-1.1,2,15,-8,-18,15
COc1ccc(S(=O)(=O)NCc2ccc(C(=O)N3CCN(Cc4ccccc4)CC3)cc2)cc1,0.4,-1,-2,-1.2,1,7,-5,4,1
COc1cc(/C=C2\SC(=S)N(Nc3ccccc3)C2=O)cc(OC)c1OC,0.0,4,10,1.4,1,6,8,2,-7
Cn1nccc1C(=O)NC1CCCc2c1cnn2-c1ccccc1F (centres undefined),0.0,1,-1,-0.5,3,10,-9,-6,-5
C=CCNC(=O)COC(=O)c1c2c(nc3ccccc13)CCC2,0.4,0,3,-0.4,2,8,40,5,4

mol,Efflux pump mplx,TPT1 inh,PP1 inh,PP5 inh,Fh CTSL1 inh,PREPL inh,HCV core dimer,ZTA counter,EBNA-1 inh
O=C(CN1C(=O)NC2(CCCC2)C1=O)N1CCN(c2cccc(C(F)(F)F)c2)CC1,-0.1,-2,-1,-0.2,-1,21,-6,6,7
CCOC(=O)Cc1cc(=O)n2[nH]c(C)c(-c3ccc(Cl)cc3)c2n1,0.0,4,25*,3.2,4,1,-11,7,-15
COc1ccc(NC(=O)CC2Oc3ccccc3NC2=O)cc1 (centres undefined),-0.1,-1,-3,0.2,1,-3,0,-6,6
CC(C)CCOCC(O)CCC(=O)NNC(=S)Nc1ccccc1 (centres undefined),0.0,6,-4,1.8,-1,-11,12,-1,-3
O=C1CCCC2=C1C(c1ccncc1)n1c(nc3ccccc31)N2 (centres undefined),0.0,-3,0,-0.9,1,10,3,11,-14
Cn1c(=O)c2c(nc(OCc3cccnc3)n2Cc2c(F)cccc2Cl)n(C)c1=O,0.1,0,-8,-3.5,3,13,0,-1,-5
S=C(NC1CCCCC1)N1CCc2[nH]c3ccccc3c2C1,0.0,0,-3,-0.5,-6,-1,3,22,7
CCCCCn1c(Sc2ncccn2)nc2c1c(=O)[nH]c(=O)n2C,0.1,1,1,3.9,-2,12,-5,3,-9
Cc1cccc(NC(=O)Cn2cc(C(=O)c3ccco3)c3ccccc32)c1,-0.2,-4,-1,5.4,-1,4,1,-19,-3
CSc1nsc(SC)c1NC(=O)N1CCCCC1,0.0,-4,-3,1.1,-6,-2,-3,4,-4

mol,Efflux pump mplx,TPT1 inh,PP1 inh,PP5 inh,Fh CTSL1 inh,PREPL inh,HCV core dimer,ZTA counter,EBNA-1 inh
COc1ccc(-n2cnc3sc4c(c3c2=O)CCCC4)cc1,0.0,-1,0,0.2,0,6,-2,4,6
Cc1ccc(N2CCN(C(=S)c3ccc(-c4cccc([N+](=O)[O-])c4)o3)CC2)cc1,0.0,-9,1,-1.7,-2,8,1,-6,-5
CCCCS(=O)(=O)NC1=NCN(CCOC(=O)c2ccccc2)CN1,-0.1,-7,-1,-1.7,5,-1,-2,-7,4
O=C(CN1CCc2ccccc2C1)Nc1cccc(S(=O)(=O)N2CCCC2)c1,0.1,-1,3,1.9,1,5,16,5,-2
CCOc1cccc(/C(O)=C2/C(=O)C(=O)N(Cc3cccnc3)C2c2ccco2)c1 (centres undefined),0.0,-2,-2,0.9,2,-8,13,-2,10
COC(=O)Nc1sc2c(c1C(N)=O)CCC(C)C2 (centres undefined),0.0,1,-2,0.6,-3,13,-1,-10,-7
CSCCC(NC(=O)COc1cccc2ccccc12)C(=O)O (centres undefined),0.0,3,-6,-1.3,0,-11,-1,-6,-18
COC(=O)CNC(=O)CN1c2cccc3cccc(c23)S1(=O)=O,0.1,-3,-1,2.1,-3,7,1,4,-4
Cc1ccc(NC(=O)C2CC(=O)N(Cc3ccccc3)C2)nc1 (centres undefined),0.2,-2,-8,0.4,1,4,-1,-4,2
COc1cc(C(=S)N2CCOCC2)ccc1OC(=O)c1ccccc1[N+](=O)[O-],0.1,-1,-1,2.0,-1,0,1,-13,3

mol,Efflux pump mplx,TPT1 inh,PP1 inh,PP5 inh,Fh CTSL1 inh,PREPL inh,HCV core dimer,ZTA counter,EBNA-1 inh
Cc1ccccc1C(=O)N1CCN(S(=O)(=O)c2ccccc2)CC1,-0.1,0,-2,1.1,-1,-2,7,14,-2
CCn1c(SCC(=O)Nc2nc3ccccc3s2)nnc1-c1ccc(OC)cc1,0.1,7,-1,3.6,0,-2,10,6,4
Cc1cccc(C(=O)Nc2cc(Cl)ccc2-n2cncn2)c1[N+](=O)[O-],-0.1,-3,-7,-0.1,0,1,0,7,-13
N=C1c2ccccc2CN1NC(=O)c1cccc(S(=O)(=O)N2CCCC2)c1,0.2,5,1,4.3,0,5,-6,0,1
COc1cc(NC(=O)CSc2c3c(nc4ccccc24)CCC3)cc(OC)c1OC,-0.3,0,7,3.1,1,1,3,7,7
